Source: PubChem BioAssay (several laboratories)
m5-HT2A agonist: mouse Htr2a agonists via beta-arrestin recruitment, primary screen, cell-based, luminescence | AID 624169, 2012 | activation, % at 7.6 µM | CHO-K1 mHTR2A beta-arrestin complementation; percent of 30 µM serotonin response | 5-hydroxytryptamine receptor 2A (Mus musculus), P35363 | hit rate 0.66% among 360,000;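 active means activation above a run cutoff, the mean activation of all tested compounds plus 3 SD, cut at about 14% in these data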;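 further: 0% = plate median of compound wells and 100% = 30 µM serotonin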
Exocytosis inh: LAMP-1 surface exposure blockers, TALL-104 cells – cell-based, flow cytometry, MLPCN library, primary screen | hit rate 0.66% among 360,000 | inhibition, % at 10 µM | AID 651702, 2012 | TALL-104 LAMP-1 surface exposure; cells stimulated with thapsigargin and PMA;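 active means inhibition above about 55%, limit read from the data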
Cardio protect: cardioprotection against H2O2-induced cell death, primary screen, uHTS, H9c2 cells, ATPLite luminescence; H9c2 cardiomyocytes, H2O2 injury protection, 2 h; protection from H2O2 cell death, % at 20 µM; AID 588492, 2011; hit rate 0.63% among 360,000;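 active means compounds giving at least 50% protection of heart cells from peroxide-induced death in the single-dose screen, raw or plate-pattern-corrected value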;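 further: 0% = DMSO wells with peroxide and 100% = DMSO wells without peroxide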
MC4R antag cAMP: MC4R antagonists of cAMP signaling, primary screen, cell-based, TR-FRET, antagonist arm of biased-ligand search. MC4R-expressing cells, MTII-stimulated cAMP, LANCE TR-FRET. inhibition, % at 6.5 µM. hit rate 0.48% among 360,000. AID 540295, 2011;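 active means inhibition above its plate's cutoff, the mean of tested wells on that plate plus 3 SD, cut at about 29% in these data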;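 further: 0% = Melanotan II alone and 100% = Melanotan II plus saturating MCL0020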
Target sequence (P32245 whole entry, looked up): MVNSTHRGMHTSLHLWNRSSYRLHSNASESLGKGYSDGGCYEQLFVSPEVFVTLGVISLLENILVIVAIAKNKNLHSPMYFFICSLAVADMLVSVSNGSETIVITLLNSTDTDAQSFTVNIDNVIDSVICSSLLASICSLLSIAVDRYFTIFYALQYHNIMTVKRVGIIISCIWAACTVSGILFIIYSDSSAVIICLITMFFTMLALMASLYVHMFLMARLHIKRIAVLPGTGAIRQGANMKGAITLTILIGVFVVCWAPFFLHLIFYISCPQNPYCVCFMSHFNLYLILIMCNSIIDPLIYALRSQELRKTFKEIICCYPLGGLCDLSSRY
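Assay system: U2OS-MC4R stable cell line; Also added: Melanotan II; Technique: Eu-cAMP/anti-cAMP TR-FRET, emission 671 nm; Times: 30-min compound, 1-h challenge, 1-h detection, room temperature.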
MC4R barr agon: MC4R agonists recruiting beta-arrestin, primary screen, cell-based, luminescence, agonist arm of biased-ligand search; U2OS MC4R beta-arrestin complementation; percent of melanotan II response, DMSO zero; Melanocortin receptor 4 (Homo sapiens), P32245; activation, % at 8.9 µM; hit rate 0.98% among 360,000;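 active means activation above a per-plate cutoff, the mean activation of sample wells on that plate plus 3 SD, cut at about 8% in these data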
CaV13 ICDI inh: Primary screen for inhibitors of IQ motif and Ca2+-dependent inactivation inhibitor domain binding in CACNA1D, Förster resonance energy transfer in living cells, … | inhibition, % at 12.3 µM | HEK cells, CFP/YFP FRET ICDI-IQ, plate reader, 10 min; percent FRET-ratio fall versus neutral wells | hit rate 0.098% among 340,000 | AID 743397;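 active means mean replicate inhibition of at least 30% and at least 1% of replicates passing that level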;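 further: 0% = median of the neutral control wells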
PDI inh: inhibitors of human PDI, primary screen, biochemical, turbidity, single point, plate reader; Protein disulfide-isomerase (Homo sapiens), P07237; PDI insulin aggregation turbidity, A650, 90 min; inhibition, % at 10 µM; hit rate 0.052% among 350,000; AID 588391, 2011;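 active means mean inhibition across replicates of 30% or more, whatever share of single replicates reach that level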;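 further: absorbance from insulin aggregation driven by PDI reduction with DTT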
Target sequence (P07237 whole entry, looked up): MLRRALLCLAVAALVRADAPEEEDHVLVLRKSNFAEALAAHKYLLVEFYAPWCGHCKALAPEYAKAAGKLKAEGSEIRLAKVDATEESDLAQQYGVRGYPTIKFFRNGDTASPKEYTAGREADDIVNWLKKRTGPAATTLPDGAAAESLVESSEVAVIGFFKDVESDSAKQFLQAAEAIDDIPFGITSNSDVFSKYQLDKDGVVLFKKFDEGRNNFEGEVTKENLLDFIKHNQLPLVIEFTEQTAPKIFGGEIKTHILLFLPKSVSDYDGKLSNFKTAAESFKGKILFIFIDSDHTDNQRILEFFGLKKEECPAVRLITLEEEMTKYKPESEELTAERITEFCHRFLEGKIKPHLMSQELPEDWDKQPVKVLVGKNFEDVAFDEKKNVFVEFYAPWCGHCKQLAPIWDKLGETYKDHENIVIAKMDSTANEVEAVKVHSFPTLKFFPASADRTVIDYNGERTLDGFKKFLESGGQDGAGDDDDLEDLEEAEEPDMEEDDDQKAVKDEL
ABCB6 inh 2: ABCB6 transporter inhibitors, primary screen, K562-ABCB6 cells, flow cytometry, MLPCN library; ATP-binding cassette sub-family B member 6 (Homo sapiens), Q9NP58; K562-ABCB6 porphyrin accumulation, 1 h; active compounds read low; fluorescence ratio to DMSO, % at 10 µM; hit rate 0.19% among 360,000; AID 602162, 2011;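 active means fluorescence ratio to DMSO below 75%, the collection mean minus 3 SD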;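 further: signal is porphyrin accumulated inside mitochondria; 100% equals median channel fluorescence of DMSO control wells; lower ratio means ABCB6 inhibition with less porphyrin fluorescence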
Glyco luc inh: increase of ERlucT glycosylation luciferase signal, primary screen, N-linked glycosylation inhibitor project, D54 ERlucT cells, luminescence, set 2; D54 ERlucT glycosylation luciferase reporter, 24 h; percent of 100 nM tunicamycin response; reporter increase, % at 12.5 µM; hit rate 0.23% among 360,000; AID 588692, 2011;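 active means mean luciferase reporter signal, scaled so untreated is 0 and the glycosylation-blocking control 100, at or above a set limit in every replicate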;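 further: luciferase carries N-glycosylation sites so blocking glycosylation raises the light; 0% = median of neutral control wells and 100% = median of 100 nM tunicamycin wells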
ABHD5-PLIN5 inh: ABHD5-PLIN5 interaction inhibitors, primary screen, cell lysate, split luciferase complementation, luminescence | Perilipin-5 (Homo sapiens) + 1-acylglycerol-3-phosphate O-acyltransferase ABHD5 (Homo … | Split G. princeps luciferase complementation, 4 h | inhibition, % at 4 µM | hit rate 0.78% among 360,000 | AID 602281, 2012;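 active means inhibition above the mean inhibition across every tested compound plus 3 SD, cut at about 22% in these data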;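 further: 0% = DMSO only wells and the 100% control is not disclosed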
An asterisk follows results filed as active; / = not tested or not shown.

SMILES	m5-HT2A agonist	Exocytosis inh	Cardio protect	MC4R antag cAMP	MC4R barr agon	CaV13 ICDI inh	PDI inh	ABCB6 inh 2	Glyco luc inh	ABHD5-PLIN5 inh
COCCCNC(=S)NNC(=O)c1ccccn1	3	0	29	5	-1.2	-4	1	101	8	-11
COCCc1nc2ccc(C(=O)NCc3cccc(-n4cccn4)c3)cc2o1	1	0	0	15	-1.7	-3	2	100	-2	6
Cc1ccccc1OCC(=O)OCC(=O)NCc1ccco1	7	4	9	-1	-3.7	-5	-4	100	2	2
COc1cc(CNc2ncnc3c2ncn3[C@H]2CN(Cc3cccc4ccccc34)C[C@@H](CO)O2)cc(OC)c1OC	2	17	-1	15	-0.2	-9	17	94	10	10
COC(=O)c1sccc1NC(=O)Nc1cccc(OC)c1	-2	-1	-1	-4	-3.8	-6	-6	100	1	5
COc1ccc(Cl)cc1N/C(N)=N/c1nc(C)cc(C)n1	-1	-4	4	10	0.0	-4	5	103	1	2
Cc1ccc(C2=NN(C(=S)Nc3ccccc3)C(c3ccco3)C2)cc1 (centres undefined)	4	-4	-5	15	-0.3	-5	8	104	-2	5
Cc1ccc([N+](=O)[O-])cc1NC(=O)C(Sc1ccccc1)c1ccccc1 (centres undefined)	-6	9	-4	11	-1.4	-15	-2	90	-5	0
CCC1CCCCN1CCCNC(=O)Cn1nc(-c2ccccc2)ccc1=O (centres undefined)	-6	-1	3	-1	-0.3	-6	-5	98	0	-11
CCCNC(=O)CSc1nc2ccc(OCC)cc2s1	-2	-2	3	1	-0.6	-4	4	98	0	5
Cc1ccc(S(=O)(=O)n2ccc(=O)[nH]2)cc1	-1	-4	4	-4	-0.9	-9	11	103	2	-1
CC(C)c1nnc(NC(=O)CCC(=O)N2CCN(Cc3ccccc3)CC2)s1	-3	-2	8	4	-1.1	/	-10	81	0	-3
CCN1C[C@@H]2[C@@H]3C(=O)N(C)C(=O)[C@@H]3[C@](CC)(C1=O)N2C(=O)c1ccc(Cl)cc1	-1	0	0	11	-0.1	-9	-3	106	1	0
CN(C)c1cccc(CNC(=O)c2csc([C@@H]3O[C@H](CO)[C@H](O)[C@H](O)[C@H]3O)n2)c1	-2	-8	0	8	-1.1	-6	-7	98	4	9
COc1ccc(S(=O)(=O)NC(=O)C2(C)CCN2C(=O)Cc2cccc3ccccc23)cc1 (centres undefined)	-1	-3	1	2	-1.6	-7	3	104	1	-5
NC(=O)c1c(C(F)(F)F)cc(-c2ccccc2)nc1NCCO	0	0	-2	18	-0.8	-4	-3	96	2	-1
COc1ccc(OC)c(-c2nnc(SCC(=O)N3CCOCC3)o2)c1	3	1	0	0	-2.3	0	-13	100	0	-6
CNC(=O)CCN(Cc1ccco1)S(=O)(=O)c1ccc(OC)c(OC)c1	5	-6	15	-4	-0.5	-5	-3	101	2	9
COc1cc(Cn2c3ccc(NC(=S)NCc4ccc(C)cc4)cc3c(=O)n2C)ccc1F	0	-6	-8	2	1.3	-4	-1	97	-1	-1
O=C(NC1CCCc2ccccc21)C1CCN(S(=O)(=O)N2CCCCCC2)CC1 (centres undefined)	-1	-4	-4	16	-0.1	-7	2	102	-3	-4
Cc1ccc(C)c(OCC(=O)NCC(C)(C)N2CCOCC2)c1	-1	4	-1	1	-0.6	-2	4	97	1	9
CCCc1c(C(=O)N/N=C(\C)c2ccc(CC(C)C)cc2)nnn1-c1nonc1N	1	8	0	2	3.2	-5	-5	98	-2	-6
O=C(CNCc1ccco1)Nc1cc(S(=O)(=O)N2CCOCC2)ccc1N1CCOCC1	10	3	1	6	-1.4	-8	15	96	2	2
CCOC(=O)c1cc2c(=O)n3cccc(C)c3nc2n(Cc2ccco2)c1=NC(=O)c1cccnc1	-2	0	13	-5	-1.6	-1	17	101	1	24*
CCOC(=O)c1sc(NC(=O)C(CC)OC(=O)C(CC(C)C)NC(=O)c2ccccc2)nc1C (centres undefined)	-4	6	24	10	3.4	-3	-2	98	0	-7

Single values from the list:
CCOC(=O)c1sc(NC(=O)C(CC)OC(=O)C(CC(C)C)NC(=O)c2ccccc2)nc1C (centres undefined) – Glyco luc inh: 0
COCCc1nc2ccc(C(=O)NCc3cccc(-n4cccn4)c3)cc2o1 – Cardio protect: 0
O=C(CNCc1ccco1)Nc1cc(S(=O)(=O)N2CCOCC2)ccc1N1CCOCC1 – ABCB6 inh 2: 96
COc1ccc(Cl)cc1N/C(N)=N/c1nc(C)cc(C)n1 – PDI inh: 5
COC(=O)c1sccc1NC(=O)Nc1cccc(OC)c1 – m5-HT2A agonist: -2

Structures listed so far that bear a hit mark in ABHD5-PLIN5 inh:
SMILES	m5-HT2A agonist	Exocytosis inh	MC4R antag cAMP	MC4R barr agon	CaV13 ICDI inh	PDI inh	ABCB6 inh 2	Glyco luc inh	ABHD5-PLIN5 inh
CCOC(=O)c1cc2c(=O)n3cccc(C)c3nc2n(Cc2ccco2)c1=NC(=O)c1cccnc1	-2	0	-5	-1.6	-1	17	101	1	24*

3 of the entries above in order of the Glyco luc inh value, largest number first.
mol	m5-HT2A agonist	Exocytosis inh	MC4R antag cAMP	MC4R barr agon	CaV13 ICDI inh	PDI inh	ABCB6 inh 2	Glyco luc inh	ABHD5-PLIN5 inh
CNC(=O)CCN(Cc1ccco1)S(=O)(=O)c1ccc(OC)c(OC)c1	5	-6	-4	-0.5	-5	-3	101	2	9
COc1ccc(Cl)cc1N/C(N)=N/c1nc(C)cc(C)n1	-1	-4	10	0.0	-4	5	103	1	2
CCCNC(=O)CSc1nc2ccc(OCC)cc2s1	-2	-2	1	-0.6	-4	4	98	0	5

(listing goes on)
SMILES	m5-HT2A agonist	Exocytosis inh	Cardio protect	MC4R antag cAMP	MC4R barr agon	CaV13 ICDI inh	PDI inh	ABCB6 inh 2	Glyco luc inh	ABHD5-PLIN5 inh
Cc1cccc(NC(=O)c2ccc(F)c(S(=O)(=O)NCc3ccco3)c2)c1	-4	-7	-4	6	-2.1	-4	-5	106	4	15
CCOc1ccc(-c2[nH]ncc2-c2ccc(OC)c(OC)c2)c(O)c1	0	1	-7	-11	-0.6	-3	-1	97	9	2
CCCCc1c(-c2cccc(Br)c2)ncn1CCc1ccccc1OC	-2	21	/	/	/	-10	/	112	/	0
N#Cc1nc(-c2ccc(OCc3ccccc3)cc2)oc1NCCCn1ccnc1	-2	81*	-17	1	0.1	/	-5	106	-5	4
CCOC(=O)NC(CC(=O)O)c1ccc(OC)cc1 (centres undefined)	0	-2	0	1	-1.0	0	5	96	5	-3
CC(C)OP(=O)(OC(C)C)C(Nc1ccccn1)c1ccc(F)cc1 (centres undefined)	3	10	-3	3	-0.3	-13	-7	98	0	-6
Cc1cccc(OCC(=O)N2CCN(C(=O)c3cccs3)CC2)c1	5	-8	-4	7	0.6	/	-9	93	-3	-1
CC(C)NC(=O)Nc1cccc2c1O[C@H](CN(C)C(=O)NC1CCCCC1)[C@H](C)CN([C@H](C)CO)C2=O	0	4	4	3	-0.3	-6	6	97	1	4
Cn1c(=O)c2cc(NC(=O)NCc3ccccc3)ccc2n1C/C=C/c1ccccc1	-4	6	5	0	-0.2	-6	27	95	12	4
N/C(=N\c1nc2ccccc2o1)NC(=O)c1ccc(F)cc1	3	-4	2	-1	4.1	-5	17	102	3	5
Cc1ccn(CCNC(=O)C2CCC(=O)N(CCc3ccc(Cl)cc3)C2)n1 (centres undefined)	24*	0	-2	7	0.3	-5	5	96	1	-1
CCOC(=O)c1c(NC(=O)CSc2nc3ccc(C)cc3[nH]2)sc2c1CC(C)(C)NC2(C)C	-5	2	-10	5	-2.2	-5	9	97	-7	5
OCCC1CN(Cc2cccc3nccnc23)CCN1Cc1ccc(F)c(F)c1 (centres undefined)	-6	-4	5	-9	-1.6	-4	-1	89	1	-2
CN(C)c1ccc(C(=O)NNC(=O)c2ccc(Cl)cc2)cc1	2	-4	0	7	0.6	-5	1	96	0	5
O=C(Cc1cccs1)Nc1nnc(CCc2ccccc2)s1	-3	-2	3	2	1.8	-5	22	93	-2	-4
N#Cc1cccc(NC(=O)N2CCC(c3nc4c(nnn4Cc4cccc(Cl)c4)c(=O)[nH]3)CC2)c1	2	3	1	-4	-1.6	-4	16	90	4	1
Cc1ccc(-c2nc(C)sc2CC(=O)O)cc1	4	-2	5	2	2.1	-5	-1	104	2	-2
Cn1c(=O)c2c(ncn2CC(=O)Nc2nc(-c3ccccc3Cl)cs2)n(C)c1=O	-3	-2	-5	4	-1.0	-6	0	97	1	0
Cc1ccc(NC(=O)CS(=O)CC(=O)N(c2ccc(C)cc2)C(C)C(=O)NC2CCCCC2)cc1 (centres undefined)	-8	2	0	-1	-0.4	-8	10	88	0	4
Cc1ccc(-n2nc3c(=O)n(CCCC(=O)NCc4cccc(F)c4)nc(C)c3c2C)cc1	-4	4	-4	-4	-1.8	-2	3	103	-1	-10
CCCCN(Cc1ccco1)C(=O)C1CCCN(c2ncnc3c2nc2n3CCCCC2)C1 (centres undefined)	-7	13	5	32*	1.3	-5	-2	105	-1	11
CCOc1ccc(C(=O)NCC(=O)OCCN2C(=O)c3ccccc3C2=O)cc1OCC	-5	-3	4	3	-0.5	-6	3	99	2	-8
O=C(c1ccc(Cl)c(S(=O)(=O)N2CCCCC2)c1)N1CCN(c2ccccc2)CC1	-7	13	-7	2	-2.5	-6	-5	94	-5	-4
CCOc1ccccc1-n1c(CNc2ccc(F)cc2)nnc1SCC(=O)NCc1ccco1	-2	9	4	10	-2.9	/	0	/	-2	6
CCN(CC1CCCO1)C(=O)C1CCN(C2CCN(Cc3ccccc3C)CC2)CC1 (centres undefined)	1	8	0	9	-0.2	/	5	101	-3	2
